# Bioassay records as filed in PubChem.
# Growth percent in the NCI-60 one-dose screen (48 h, 10 µM unless noted): 100 = growth as untreated, 0 = no growth, -100 = all killed.
# SK-OV-3 = SK-OV-3 ovarian cancer cells. 80,000 compounds, 3.2% hits
# IGROV1 = IGROV1 ovarian cancer | 79,000 compounds, 4.7% hits | AID 1794786
# SN12C = SN12C renal cancer cells. 81,000 compounds, 3.8% hits
# TK-10 = TK-10 renal cancer cells. 81,000 compounds, 3.9% hits
# OVCAR-5 = OVCAR-5 ovarian cancer | 82,000 compounds, 2.9% hits | AID 1794783
# 786-0 = 786-0 renal cancer cells | 81,000 compounds, 5.1% hits | AID 1794775
# UO-31 = UO-31 renal cancer. AID 1794768. 81,000 compounds, 5.2% hits
# OVCAR-4 = OVCAR-4 ovarian cancer cells; AID 1794784; 80,000 compounds, 3.7% hits
# * hit, by the source's call; / = no result given; & = joins results of further samples; ! = not confirmed by another sample. Rule for the calls: active = growth percent below 10; inactive = the rest.
structure	SK-OV-3	IGROV1	SN12C	TK-10	OVCAR-5	786-0	UO-31	OVCAR-4
CN1CCN(c2ccc3c(c2)nc(NNC(=O)c2cnccn2)c2cccn23)CC1	-51*!	12&16	0.1*!	-75*!	-25*!	-96*!	-78*	-38*!
COc1ncnc2c(-c3ccco3)cn(COCc3ccccc3)c12	90	54	77	71	105	77	53	65
CCCC1(C)C(C#N)C(=O)NC(=O)C1C#N (stereo not given)	128	124	111	111	97	102	87	117
COc1ccc2nc(-c3ccccn3)ccc2c1	115	96	98	131	107	101	90	94
CC(C)(C)OC(=O)n1cc(-c2nc(-c3c[nH]c4c(Cl)nccc34)cs2)c2ccccc21	104	91	79	136	106	98	66	99
Cc1cccc(Cl)c1NC(=O)CCC(=O)O	107	108	103	120	105	102	92	115
CCOc1ccc(NC(=O)c2ccoc2COc2ccccc2)cc1	106	94	99	101	103	105	80	101
O=C(O)CCc1ccc(NC(=O)CCl)cc1	110	105	/	99	105	112	100	111
S=c1[nH]c2ccccc2n1CCc1ccncc1	113	114	97	110	90	110	101	103
O=C(Nc1ccc(-c2nc(-c3cccc(OCCN4CCOCC4)c3)c(-c3ccnc(Br)c3)[nH]2)cc1)c1ccccc1	-26*	43	46	49	35	-39*	-52*	55
N#CCSc1nc(-c2cc3ccccc3o2)cc(-c2ccc(Cl)cc2)c1C#N	52	/	92	133	107	107	79	31
CCCCCCCCCC1=NC(C)(C)CN1CC(C)O (stereo not given)	109	85	95	108	94	98	74	92
CN1CCN(Cc2ccc(NC(=O)c3nc4ccc5[nH]ncc5c4c4c3CCC4)cc2C(F)(F)F)CC1	94	-81*	-83*	-91*	3.2*	-97*	-96*	68
CCOc1ccc([C@H]2C(C(=O)c3ccc(Cl)cc3)C3(N[C@@H]2c2ccccc2)C(=O)Nc2ccc(Br)cc23)cc1 (stereo not given in full)	59	14	6.5*	53	51	23	33	45
COc1ccc(Cc2noc(=O)[nH]2)cc1	108	/	100	116	103	109	91	/
N#Cc1nn(-c2ccccn2)c(N)c1C#N	91	108	105	99	97	98	91	105
O=C(c1ccccc1)c1c(/C=C/c2ccc(Br)cc2)nc2ccccc2c1/C=C/c1ccc(Br)cc1	97	89	95	114	102	/	69	102
O=S(=O)(NCCCNc1nccc(-c2[nH]c(-c3ccccc3)nc2-c2ccc(F)c(O)c2)n1)c1cccc2ccccc12	103	58	63	73	146	60	75	82
Cn1c(=O)c2c(nc(CCCCc3nc4c(c(=O)n(C)c(=O)n4C)n3C)n2C)n(C)c1=O	112	/	104	107	112	117	78	109
O=C(c1ccccc1)c1c(-c2ccccc2)c(C(=O)c2ccccc2)c2ccccc2c1Cl	93	80	86	89	96	91	77	96
NS(=O)(=O)c1ccc(Cn2c(SCC(=O)N/N=C/c3ccccc3O)nc3ccccc3c2=O)cc1	73	62	56	54	68	71	61	41
CN(C)S(=O)(=O)Oc1ccc(-c2ccc3sccc3c2)cc1	103	104	98	105	106	97	90	92
O=C(O)C(O)C(O)C(O)C(=O)CO (stereo not given)	102	100	88	106	110	105	85	109
CC/C(=C(\c1ccc(OCCN2CCCCCC2)cc1)c1ccc(OC(=O)c2ccccc2)cc1)c1ccccc1	87	90	107	107	84	100	84	83
CC12CCC(C(N)C1=O)C2(C)C (stereo not given)	113&102	99&107	106&100	99&96	107&100	106&100	76&90	114&111
CC1(CO)CSC(Nc2ccc(F)cc2)=N1 (stereo not given)	101	90	110	92	112	99	81	97
Clc1ccc(/C=C/c2nn3c(-c4ccncc4)nnc3s2)cc1	120	95	83	120	89	104	86	88
O=C(O)c1ccc(-c2nn(-c3ccc(C(F)(F)F)cc3)cc2C(c2oc(CO)cc(=O)c2O)c2oc(CO)cc(=O)c2O)cc1	104	70	87	155	100	103	76	97
COc1ccc(-c2nnc3c(/C=C/c4cccc([N+](=O)[O-])c4)nc4ccccc4n23)cc1	108	93	97	133	103	103	77	96
FCOC(C(F)(F)F)C(F)(F)F	98	111	113	91	103	98	87	121
C/C(=C/c1ccccc1O)c1ccc2ccccc2[o+]1	98	77	96	149	100	105	75	100
Nc1n[nH]c2ccc([C@@H]3Nc4ccc5[nH]ncc5c4[C@H]4C5C=CC(C5)[C@@H]34)cc12 (stereo not given in full)	43	17	34	67	30	30	44	30
CN(C)C(=O)COc1ccc(N)cc1	86	103	106	108	92	103	85	96
COCCOc1ccc(-c2csc(NC(=O)CN3CCN(CCO)CC3)n2)cc1NS(=O)(=O)c1cccc2c(N(C)C)cccc12	93	83	81	107	94	37	65	96
COc1ccc(-c2c[nH]c(C(=O)NCCO)c2-c2cc(OC)c(OC)c(OC)c2)cc1	141	100	101	125	105	104	87	93
Nc1c(C(=O)Nc2ccncc2)sc2nc3c(cc12)C(O)CCC3 (stereo not given)	98	103	96	91	97	94	82	114
CCCCN(CCCC)S(=O)(=O)c1ccc(C)cc1	90	77	91	60	97	91	65	95
Nc1ccc(/C=C2\NC(=O)NC2=O)c(Cl)c1	104	111	93	96	99	87	72	108
CC(=O)[C@H]1CC[C@H]2[C@@H]3C[C@H](C)C4=CC(=O)CC[C@]4(C)[C@H]3C(=O)C[C@]12C	98	99	94	104	103	112	87	102
COc1ccc(-c2cc(-c3ccccc3)nc(SCCCC(=O)NO)n2)cc1	-20*	-33*	-8.2*	6.2*	17	-13*	-52*	13
COC(=O)/C(CCC=C(C)C)=C1\[C@@H](OC(C)=O)C[C@@]2(C)[C@H]1C[C@@H](O)[C@H]1[C@@]3(C)CC[C@H](NCCCNCCCCNCCCN)[C@@H](C)[C@@H]3CC[C@@]12C	/	42	38	69	88	45	52	85
COc1ccc(C(=O)/C=C/c2ccc3c(c2)OCO3)cc1S(=O)(=O)Nc1c(N)nc(SC)[nH]c1=O	96	89	83	93	116	84	85	122
C[n+]1cccc(C(N)=O)c1	101	133	111	100	101	104	110	116
O=[P@@]1(c2ccccc2)O[C@H](COCc2ccccc2)[C@@H](OCc2ccccc2)[C@H](OCc2ccccc2)[C@@H]1O	99	64	79	81	106	90	42	/
C1=Cc2ccccc2N(c2nnc(-c3ccc4ccccc4c3)o2)c2ccccc21	105	71	84	80	95	94	75	94
O=C1N=C(N2CCCCC2)S/C1=C\c1cn(-c2ccccc2)nc1-c1ccccc1	115	128	104	99	114	95	93	124
c1cc(N2CCOCC2)nc(NCCCCNc2nc(N3CCOCC3)nc(N3CCOCC3)n2)n1	109	101	104	91	99	95	78	116
O=C1/C(=C/c2ccc(-c3ccc(Br)cc3)o2)SC(=S)N1CCc1ccc(O)cc1	76	45	70	87	86	5.7*	40	38
Cc1ccc(/C=C(/C#N)n2nnc3ncccc32)cc1	14	19	8.6*	/	-20*	5.6*	24	26
CCCn1c(=O)[nH]c2c(c1=O)C(c1cccc(OC)c1)c1c([nH]c(=O)n(CCC)c1=O)N2	105	101	/	95	103	111	90	116

# (cont.)
structure	SK-OV-3	IGROV1	SN12C	TK-10	OVCAR-5	786-0	UO-31	OVCAR-4
O=S(=O)(NCCNc1nccc(-c2c(-c3ccc(F)cc3)nc3sccn23)n1)c1ccc2ccccc2c1	85	49	81	84	130	89	43	96
FC(F)(F)c1ccc2c(Nc3cccc(C4CC(c5ccc6c(c5)OCO6)=NN4c4cc(Cl)cc(Cl)c4)c3)ccnc2c1 (stereo not given)	112	97	100	95	97	101	84	83
c1ccc(-c2cc(=[N+]3CCOCC3)c3ccccc3o2)cc1	117	97	94	134	98	101	84	95
Cc1cc(CSc2ssc(=S)c2-c2ccccc2)c(CSc2ssc(=S)c2-c2ccccc2)cc1C	90	92	95	147	103	102	56	100
COc1ccc(NC(=O)Nc2cc(C(C)C)c(O)cc2C)cc1	109	107	98	81	95	92	87	104
Clc1ccc(C2CC(c3ccccc3)=NN2Cn2nnc3ccccc32)cc1 (stereo not given)	90	81	99	122	85	107	69	88
C=CCN1c2cccc3cccc(c23)N(CC=C)C1c1cn(-c2ccccc2)nc1-c1cccc([N+](=O)[O-])c1	/	70	95	118	95	94	53	65
Nc1ccc(C2NC=CN2)cc1	116	126	92	111	102	97	100	111
CCCCC[n+]1ccc(SCC(=O)N(C)c2ccc(Br)cc2)c2ccccc21	117	110	114	100	107	101	94	87
O=C(NCCN1CCOCC1)c1cncnc1Nc1ccc2c(ccn2Cc2ccccn2)c1	95	106	94	99	100	99	88	106
O=c1c2ccccc2nc(SCc2n[nH]c(=S)n2Cc2ccccc2)n1CCc1ccccc1	101	/	93	127	99	100	/	94
O=C(C(=O)c1ccc(Br)cc1)c1ccc(Br)cc1	107	95	95	111	86	70	91	114
O=c1[nH][n+](-c2nonc2-c2ccccc2F)no1	/	114	100	99	100	100	87	104
O=C1/C(=C/c2cccc(F)c2)CN(C(=O)C(Cl)Cl)C/C1=C\c1cccc(F)c1	30	-77*	-90*	-79*	-64*	-77*	-86*	-37*
CC(=O)c1ccc(NC(=O)CSc2nc3ccccc3c(=O)n2CCc2ccccc2)cc1	83	80	93	88	90	101	91	76
COC(=O)C1CC(OC(=O)CCl)Cc2cc(Cl)ccc2N1 (stereo not given)	97	104	99	92	104	92	90	100
COc1cc(C2C=C(c3ccc(Cl)cc3)Nc3nc(SC)[nH]c(=O)c32)ccc1Oc1ccnc2cc(Cl)ccc12 (stereo not given)	105	89	83	100	93	90	67	90
CCOC(=O)CC(C(=O)OCC)n1c(O)c(/C=N/NC(=O)c2ccncc2)sc1=S (stereo not given)	107	100	90	104	104	101	92	101
O=S(=O)(O)c1ccc(Cl)c(Cl)c1	103	122	98	100	112	98	79	106
COc1ccc(/C=C2\SC(=S)N(NC(=O)Cc3ccccc3Nc3c(Cl)cccc3Cl)C2=O)cc1	109	100	102	102	97	100	85	104

# In a second layout: three of the compounds above.
# Values run as follows: SK-OV-3 | IGROV1 | SN12C | TK-10 | OVCAR-5 | 786-0 | UO-31 | OVCAR-4
CC(=O)c1ccc(NC(=O)CSc2nc3ccccc3c(=O)n2CCc2ccccc2)cc1
 : 83 | 80 | 93 | 88 | 90 | 101 | 91 | 76
COC(=O)C1CC(OC(=O)CCl)Cc2cc(Cl)ccc2N1 (stereo not given)
 : 97 | 104 | 99 | 92 | 104 | 92 | 90 | 100
COc1cc(C2C=C(c3ccc(Cl)cc3)Nc3nc(SC)[nH]c(=O)c32)ccc1Oc1ccnc2cc(Cl)ccc12 (stereo not given)
 : 105 | 89 | 83 | 100 | 93 | 90 | 67 | 90

# Other entries.
structure	SK-OV-3	IGROV1	SN12C	TK-10	OVCAR-5	786-0	UO-31	OVCAR-4
COc1ccc(-c2cc(C(=O)N3CCN(C(=O)c4ccccc4NCc4cccs4)CC3)nc3cc(-c4ccccc4)nn23)cc1OC	101	108	101	91	106	96	79	104
N=C(N)c1ccc(-c2ccc(-c3ccc(-c4cccs4)s3)s2)cc1	/	96	94	95	98	90	93	91
CCc1c(C(=O)NCc2c(O)ccc3cccc(O)c23)[nH]c(C)c1C(C)=O	62	/	/	47	90	61	12	28
CC(=O)/C(C)=N/O	102&113	109	98&99	116&107	98&112	103&105	98&97	98&112
COc1cc(/C=C\c2cc(/C=C\c3ccc(O)c(OC)c3)n(C(=O)Nc3ccc(C(F)(F)F)cc3)n2)ccc1O	66	43	37	78	115	20	43	77
C=CC(=O)N[C@@H](/C=C/C(=O)OCC)Cc1ccc(-c2cc(F)cc(Cl)c2)cc1	74	89	79	104	101	96	58	101
Cc1cccc(N(C)C(=S)Oc2ccc3ccccc3c2)c1	89&109	81&88	73&98	96&103	85	91&92	80&84	108&103
Nc1nc2[nH]cc(CCc3ccc(C(=O)N[C@@H](CCc4nn[nH]n4)c4nn[nH]n4)cc3)c2c(=O)[nH]1	91	104	105	93	114	111	83	114
C/C(=N/Nc1nc(N/N=C(/C)c2ccc([N+](=O)[O-])cc2)nc(N2CCOCC2)n1)c1ccc([N+](=O)[O-])cc1	113	94	74	127	96	67	81	78
CCCCOC(=O)C(N)Cc1ccc(O)cc1 (stereo not given)	102	117	107	104	105	100	97	106
Cn1c(=O)c2c(nc(C(O)c3ccccc3)n2C)n(C)c1=O (stereo not given)	109	110	105	110	116	103	76	110
O=C(O)CCC(=O)OCc1ccccc1	107	108	98	107	99	111	95	106
OCC[N+]1(Cc2ccccc2)CCC(C2CC[N+](CCO)(Cc3ccccc3)CC2)CC1 (stereo not given)	92	98	98	82	97	103	86	107
CN(C)CCCNC(=O)c1cc(NC(=O)c2cc(NC(=O)c3ccc(C#Cc4ccccc4)cc3)cn2C)cn1C	46	34	-18*	43	37	-87*	36	44
O=C(N/N=C1\SCC(=O)N1c1ccccc1)c1cc(-c2cc3ccccc3o2)nn1-c1ccccc1	116	99	122	112	112	102	118	110
CN1N=C(c2ccc(Cl)cc2)CC2(CCCC2)C1=O	104	107	103	98	109	103	96	110
Oc1c(Br)cc(Cl)cc1C(c1cc(Cl)cc(Br)c1O)C(Cl)(Cl)Cl	33	25	11	25	42	27	13	/

# For convenience, 5 of the compounds above:
structure	SK-OV-3	IGROV1	SN12C	TK-10	OVCAR-5	786-0	UO-31	OVCAR-4
O=C(O)CCC(=O)OCc1ccccc1	107	108	98	107	99	111	95	106
OCC[N+]1(Cc2ccccc2)CCC(C2CC[N+](CCO)(Cc3ccccc3)CC2)CC1 (stereo not given)	92	98	98	82	97	103	86	107
CN(C)CCCNC(=O)c1cc(NC(=O)c2cc(NC(=O)c3ccc(C#Cc4ccccc4)cc3)cn2C)cn1C	46	34	-18*	43	37	-87*	36	44
O=C(N/N=C1\SCC(=O)N1c1ccccc1)c1cc(-c2cc3ccccc3o2)nn1-c1ccccc1	116	99	122	112	112	102	118	110
CN1N=C(c2ccc(Cl)cc2)CC2(CCCC2)C1=O	104	107	103	98	109	103	96	110
